ANO1 activ: mouse TMEM16A channel activation, primary screen | Q8BHY3 | HEK293 TMEM16A/YFP-H148Q/I152L, iodide quench fluorescence; stronger effect = lower value | B-score at 10 µM | 340,000 compounds, 0.3% hits | AID 623877;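 active = fluorescence-ratio B-score plate-corrected deviation score at least 3 library SD below zero, with starting fluorescence score within 5 deviations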;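 also: channel opened by trigger with iodide after compound preincubation; score built on the fluorescence ratio of max minus min over baseline; more negative score means more quench and so TMEM16A activation or potentiation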
TRPC4 potent: allosteric potentiators of mouse TRPC4 channel; Q9QUQ5; HEK293 TRPC4beta/mu-opioid, DAMGO EC20, Fluo-4 Ca2+ flux; stronger effect = higher value; B-score at 10 µM; 310,000 compounds, 0.42% hits;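 active = B-score of calcium response area above 5 SD of library B-scores, with initial fluorescence ratio within 5 SD of library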;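 also: B-score of integrated fluorescence ratio over time as area under calcium response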
TRPC4 act: opens the mouse TRPC4 cation channel. B-score at 10 µM. HEK293 TRPC4beta/mu-opioid, Fluo4 calcium fluorescence; stronger effect = higher value. 310,000 compounds, 0.49% hits;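 active = B-score above 5 SD of library B-scores, and initial fluorescence ratio not above library mean plus 5 SD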;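 also: positive B-score marks a calcium rise read as TRPC4 activation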
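system = HEK293 cells stably co-expressing mouse TRPC4beta and mu-opioid receptor | schedule = Fluo4 dye loading 45 min at room temperature, 110 s recording | measure = B-scored integrated calcium fluorescence ratio | signal = Fluo4 calcium-sensitive dye fluorescence, kinetic, 1 Hz baseline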
TRPC4 inh: TRPC4 (mouse) channel inhibition | Q9QUQ5 | HEK293 TRPC4beta/mu-opioid, DAMGO-evoked Fluo4 calcium flux; stronger effect = lower value | B-score at 10 µM | 300,000 compounds, 0.39% hits | AID 2247;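 active = B-score over 3 SD under the library average, no early fluorescence shift, positive overall ratio signal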
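test system = HEK293 cells with stable TRPC4beta plus mu-opioid receptor expression | detection = Fluo4 Ca2+ flux fluorescence | read-out = integrated fluorescence ratio relative to baseline, converted to per-well B score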
MrgX1 ag: human MrgX1 receptor agonism, primary screen | Q96LB2 | MrgX1-HEK293 cells, Fluo-4 calcium fluorescence, agonist mode; stronger effect = higher value | B-score at 10 µM | 310,000 compounds, 0.44% hits | AID 588627;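 active = calcium response B-score plate-corrected fluorescence ratio at least 3 library SD, with starting fluorescence B-score inside 5 SD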
Target sequence (Q96LB2 whole entry, looked up): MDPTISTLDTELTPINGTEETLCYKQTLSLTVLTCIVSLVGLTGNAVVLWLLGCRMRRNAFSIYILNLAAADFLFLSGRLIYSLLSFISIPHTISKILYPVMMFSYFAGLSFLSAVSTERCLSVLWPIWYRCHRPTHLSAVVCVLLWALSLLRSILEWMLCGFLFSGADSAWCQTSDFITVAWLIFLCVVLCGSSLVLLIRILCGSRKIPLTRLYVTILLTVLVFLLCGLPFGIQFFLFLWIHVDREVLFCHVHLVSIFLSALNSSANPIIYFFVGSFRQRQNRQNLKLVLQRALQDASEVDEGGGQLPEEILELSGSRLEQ
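Material – MrgX1-expressing HEK293 cells · Input – 15,000 cells seeded per well · Dosing – compound as first of three additions · Times – overnight seeding, then 1 h dark dye loading · Measured by – kinetic Fluo-4 NW fluorescence of intracellular calcium · Read-out – B-scored fluorescence response ratio · Benchmarks – positive and negative control wells on each plate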
ANO1 block: mouse TMEM16A channel inhibition, primary screen; Q8BHY3; HEK293 TMEM16A/YFP iodide influx fluorescence, ionomycin; 310,000 compounds, 1.2% hits; normalized B-score (activity score, 25-100; higher = stronger inhibition) at 10 µM; AID 588511;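 active = ratio plate-corrected score three or more library SD toward inhibition, starting fluorescence score within five deviations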;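 also: score derived from kinetic fluorescence span divided by baseline fluorescence per well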
TRPC6 activator: activators of mouse TRPC6 channel; Q61143; HEK293-TRPC6 membrane potential dye fluorescence; stronger effect = higher value; B-score at 10 µM; 310,000 compounds, 0.13% hits;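 active = B-score of the integrated fluorescence ratio above library mean plus 3 SD, and starting fluorescence ratio within library mean plus 5 SD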;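 also: higher score means more depolarization so channel activation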
MrgX1 allo act: human MrgX1 positive allosteric modulation, primary screen; 310,000 compounds, 0.63% hits; Q96LB2; MrgX1-HEK293, Fluo-4 calcium flux, FDSS; stronger effect = higher value; B-score at 10 µM;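 active = plate-corrected calcium response at least 3 library SD above typical, normal starting fluorescence, not activating the receptor alone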;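 also: compound read alongside a low EC10 to EC30 dose of BAM8-22 agonist; peak minus trough fluorescence over baseline measured at the second addition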
TRPC6 inh: inhibitors of mouse TRPC6 channel; 310,000 compounds, 1.1% hits; HEK293-TRPC6, membrane potential dye, ACh-evoked depolarization; stronger effect = lower value; B-score at 10 µM;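 active = B-score under library mean minus 3 SD, initial fluorescence not abnormally high, positive integrated signal ratio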;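 also: B-score derived from integrated fluorescence ratio over the kinetic read; more negative B-score means stronger inhibition of depolarization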
MrgX1 antagonist: blocks BAM8-22 activation of human MrgX1 receptor; MRGX1-HEK293 calcium flux, Fluo-4, BAM8-22 antagonism; stronger effect = lower value; B-score at 10 µM; 310,000 compounds, 1.3% hits; AID 588676;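 active = calcium-response B-score plate-corrected more than 3 library SD below zero, starting fluorescence within 5 deviations, no agonist response on first addition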;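 also: peak minus trough fluorescence over baseline after final BAM8-22 challenge near maximal dose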
RGS4 block: human RGS4 inhibition; B-score at 10 µM; P49798; 310,000 compounds, 0.45% hits; HEK293 M3R/RGS4 inducible, Fluo-4 calcium flux; stronger effect = higher value; triggered by carbachol at its EC20;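 active = B-score, a plate-corrected calcium signal, over three deviations above library mean, with baseline fluorescence within five deviations of library mean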;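 also: RGS4 expression induced by doxycycline in cells with stable M3 receptor; B-score is computed from the integrated fluorescence ratio over baseline after carbachol; higher B-score means a larger calcium signal and so more RGS4 inhibition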
Target sequence (P49798 whole entry, looked up): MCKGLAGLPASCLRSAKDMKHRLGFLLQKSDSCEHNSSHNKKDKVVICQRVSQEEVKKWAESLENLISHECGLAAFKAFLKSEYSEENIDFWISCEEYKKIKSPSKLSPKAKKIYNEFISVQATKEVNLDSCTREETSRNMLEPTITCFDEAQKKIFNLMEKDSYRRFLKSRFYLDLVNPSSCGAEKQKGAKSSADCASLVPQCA
* marks the source's active call; other numbers are inactive results; i = inactive; . = no result given.

SMILES	ANO1 activ	TRPC4 potent	TRPC4 act	TRPC4 inh	MrgX1 ag	ANO1 block	TRPC6 activator	MrgX1 allo act	TRPC6 inh	MrgX1 antagonist	RGS4 block
O=S(=O)(N/N=C1/CCCc2ccccc21)c1ccc(Br)cc1	i	i	i	i	i	i	i	i	i	i	i
CCOC(=O)Cn1c(=NC(=O)c2nc3ccccc3s2)sc2cc(S(N)(=O)=O)ccc21	i	i	i	i	i	i	i	i	i	i	i
O=C(NCC1CCS(=O)(=O)C1)Oc1ccccc1 (stereo not given)	i	i	i	i	i	i	i	i	i	i	i
O=c1c2ccccc2nnn1Cc1ccc(Br)cc1	i	i	i	i	i	i	i	i	i	i	i
CC1=C(C(=O)OCc2ccccc2)C(c2ccc3c(c2)OCO3)NC(=O)N1CCCC(=O)O (stereo not given)	i	i	i	i	i	i	i	i	i	i	i
CCOc1ccccc1NC(=O)Nc1ccc2c(c1)CCC2	i	i	i	i	i	i	i	i	i	i	i
COC(=O)c1ccc(CN2CCCC(CO)(Cc3ccccc3F)C2)cc1 (stereo not given)	i	i	i	i	i	i	i	i	i	i	i
CCN(CC)S(=O)(=O)c1cccc(C(=O)Nc2ccc(S(=O)(=O)NC3=NCCCCC3)cc2)c1	i	i	i	i	i	i	i	i	i	i	i
Cc1ccsc1/C=N/NC(=O)C(N)=O	i	i	i	i	i	i	i	i	i	i	i
CC(C)=CCc1c(O)cc(O)c2c(=O)c3c(CC=C(C)C)c(O)ccc3oc12	.	i	i	i	i	i	i	i	i	i	i
CCS(=O)(=O)Nc1cccc(C(=O)CC2(O)C(=O)Nc3ccccc32)c1 (stereo not given)	i	i	i	i	i	i	i	i	i	i	i
O=C(/C=C/c1ccccc1)N/C(=C/c1ccccc1)C(=O)NCCO	i	i	i	i	i	i	i	i	i	i	i
CC1=C(C(=O)Nc2ccccc2)C(c2ccc(C(C)C)cc2)N2C(=O)CSC2=N1 (stereo not given)	i	i	i	i	i	i	i	i	i	i	i
CCC(NC(=O)COC(=O)C1CC2CCCC(C1)C2=O)c1ccc(Br)cc1 (stereo not given)	i	i	i	i	i	i	i	i	i	i	i
CSc1nc2ccc(NC(=O)c3ccc(=O)[nH]c3)cc2s1	i	i	i	i	i	i	i	i	i	i	i
COc1ccc(C(=O)C2CC2c2ccc3c(c2)OCO3)cc1 (stereo not given)	i	i	i	i	i	i	i	i	i	i	i
CCC(C)[C@H]1COCCS(=O)(=O)N1Cc1ccccc1 (stereo not given in full)	i	i	i	i	i	i	i	i	i	i	i
CC(C)COC(=O)c1ccc(NC(=O)C2C3C=CC(C3)C2C(=O)O)cc1 (stereo not given)	i	i	i	i	i	i	i	i	i	i	i
CNC(=O)c1csc(Cc2c(Cl)sc3ccc(Cl)cc23)n1	i	i	i	i	i	i	i	i	i	i	i
Cc1nn2c(NCCN3CCOCC3)c3c(nc2c1-c1ccccc1)CCCC3	i	i	i	i	i	i	i	i	i	-5.9*	i
O=C(CCc1nnc(CCCCc2ccccc2)o1)N(CCO)Cc1ccccc1	i	i	i	i	i	i	i	i	i	i	i
CCCCN(Cc1ccccc1)C1CCN(Cc2ccccc2)CC1	i	i	i	i	i	i	i	i	i	i	i
CC(C)C(C(=O)NCc1ccco1)N(Cc1ccco1)C(=O)CNS(=O)(=O)c1ccccc1 (stereo not given)	i	i	i	i	i	i	i	i	i	i	i
Cc1cccc2c(C(=O)n3cccn3)cc(-c3ccccc3Cl)nc12	i	i	i	i	i	i	i	i	i	i	i
Cc1ccc(CC2CC(=O)N(c3nc(C)cc(C)n3)C2=O)cc1 (stereo not given)	i	i	i	i	i	i	i	i	i	i	i
COc1ccc2cc(C3(C)NC(=O)N(CC(=O)Nc4c(C)n(C)n(-c5ccccc5)c4=O)C3=O)ccc2c1 (stereo not given)	i	i	i	i	i	i	i	i	i	i	i
O=C(Cn1cncn1)N/N=C/c1ccncc1	i	i	i	i	i	i	i	i	i	i	i
Cn1c(Cc2ccccc2)nnc1SCC(=O)c1cccs1	i	i	i	i	i	i	i	i	i	i	i
O=C(CCCl)N(Cc1nc2ccccc2c(=O)[nH]1)Cc1cccs1	i	i	i	i	i	i	i	i	i	i	i
Cc1cc(C)c2c(c1)/C(=c1/sc3n(c1=O)CN(c1ccccc1)CN=3)C(=O)N2	i	i	i	i	i	i	i	i	i	i	i
CCNC(=O)C12CCC(C)(C(=O)C1Br)C2(C)C (stereo not given)	i	i	i	i	i	i	i	i	i	i	i
CCn1cc(C(=O)NCCCN2CCCCCC2)c(=O)c2cc(S(=O)(=O)N3CCc4ccccc4C3)ccc21	i	i	i	i	i	i	i	i	i	i	i
CC1Cc2ccccc2N1C(=O)CSc1nnc(Cc2ccccc2)n1CCc1ccccc1 (stereo not given)	i	i	i	i	.	.	i	.	i	.	i
CCn1c(/C=C/Nc2ccccc2)[n+](CC)c2ccc(Cl)cc21	i	i	i	i	i	i	i	i	-5.2*	i	i
CCC1Oc2ccccc2N(CC(=O)NCCCN2CCC(C)CC2)C1=O (stereo not given)	i	i	i	i	i	i	i	i	i	i	i
CCc1cccc(C)c1NC(=O)CN1C(=O)NC(Cc2ccccc2)C1=O (stereo not given)	i	i	i	i	i	i	i	i	i	i	i
CCCOc1ccc(/C(O)=C2/C(=O)C(=O)N(CCCn3ccnc3)C2c2ccco2)cc1 (stereo not given)	i	i	i	i	i	i	i	i	i	i	i
CCc1nnc(NC(=O)c2ncc(Cl)c(Cl)c2Cl)s1	i	i	i	i	i	i	i	i	i	i	i
OC(COc1ccc(CNCc2cccnc2)cc1)CN1CCc2ccccc2C1 (stereo not given)	i	i	i	i	i	i	i	i	i	i	i
Cc1cc(C)cc(OCC(=O)N2N=C(C(F)(F)F)CC2(O)C(C)(C)C)c1 (stereo not given)	i	i	i	i	i	100*	i	i	i	i	i
Cc1cc(NS(=O)(=O)c2ccc(NC(=O)C(C)Oc3cc(C)c(Cl)c(C)c3)cc2)no1 (stereo not given)	i	i	i	i	i	i	i	i	i	i	i
C#CCn1c(=NC(=O)c2ccc(Cl)s2)sc2cccc(OC)c21	i	i	i	i	i	i	i	i	i	i	i
CCOC(=O)Cc1csc(NC(=S)NC(=O)c2ccc([N+](=O)[O-])cc2)n1	i	i	i	i	i	i	i	i	i	i	i
NC(=O)C1(N2CCCCC2)CCN(Cc2ccc(F)cc2)CC1	i	i	i	i	i	i	i	i	i	i	i
Cc1ccc(F)cc1NC(=O)c1c(-c2ccccc2)noc1C	i	i	i	i	i	i	i	i	i	i	i
CCCC(=O)NC(C)c1nc2ccccc2n1C (stereo not given)	i	i	i	i	i	i	i	i	i	i	i
Cc1ccccc1N1CC(C(=O)Nc2ccc3c(c2)OCO3)CC1=O (stereo not given)	i	i	i	i	i	i	i	i	i	i	i
CC1=CC(C#N)(C#N)C(C#N)(C#N)C(c2ccccc2)N1 (stereo not given)	.	i	i	i	i	i	i	i	i	i	i
COc1cccc(NC(=O)NC2CC(=O)N(c3ccc4c(c3)OCCO4)C2)c1 (stereo not given)	i	i	i	i	i	i	i	i	i	i	i
NC(=O)c1cc([N+](=O)[O-])ccc1NCCN1C(=O)c2ccc(C(=O)O)cc2C1=O	i	i	i	i	i	i	i	i	i	i	i

Results in ANO1 block, ANO1 activ and TRPC4 act, for four of the compounds above:
Compound	ANO1 block	ANO1 activ	TRPC4 act
C#CCn1c(=NC(=O)c2ccc(Cl)s2)sc2cccc(OC)c21	i	i	i
CCOC(=O)Cc1csc(NC(=S)NC(=O)c2ccc([N+](=O)[O-])cc2)n1	i	i	i
NC(=O)C1(N2CCCCC2)CCN(Cc2ccc(F)cc2)CC1	i	i	i
Cc1ccc(F)cc1NC(=O)c1c(-c2ccccc2)noc1C	i	i	i

More entries follow:
SMILES	ANO1 activ	TRPC4 potent	TRPC4 act	TRPC4 inh	MrgX1 ag	ANO1 block	TRPC6 activator	MrgX1 allo act	TRPC6 inh	MrgX1 antagonist	RGS4 block
N#C/C(=C\c1cn(CCOc2ccccc2)c2ccccc12)C(=O)NCc1cccs1	i	i	i	i	i	i	i	i	i	i	i
COc1ccc(Cl)cc1S(=O)(=O)N1CCCC(C(=O)N2CCCC2)C1 (stereo not given)	i	i	i	i	i	i	i	i	i	i	i
O=C(CCCSc1nc2ccccc2[nH]1)NC1CCCCC1	i	i	i	i	i	i	i	i	i	i	i
CC1(C)CC(=O)C(CC2=C(N)CC(C)(C)CC2=O)=C(N)C1	i	i	i	i	i	i	i	i	i	i	i
CCCCC(=NCCc1c(C)[nH]c2ccccc12)C1=C(O)CC(c2ccccc2)CC1=O (stereo not given)	i	i	i	i	i	i	i	i	i	i	i
O=c1[nH][nH]c(-c2ccccc2)c1C=Nc1ccc(C(F)(F)F)cc1	i	i	i	i	i	i	i	i	i	i	i
CCOC(=O)c1c(CC(C)C)csc1NC(C)=O	i	i	i	i	i	i	i	i	i	i	i
Cc1ccc(C)c(N2CCN(C(c3ccncc3)c3nnnn3Cc3ccccc3)CC2)c1 (stereo not given)	i	i	i	i	i	i	i	i	i	i	i
COc1cccc(/C=C/C(=O)OCC(=O)c2c[nH]c3ccccc23)c1OC	i	i	i	i	i	i	i	i	i	i	i
Fc1ccccc1CSc1nnc(-c2ccccc2)o1	i	i	i	i	i	i	i	i	i	i	i
COc1ccc(C(=O)OC(C)C(=O)Nc2cc(C(F)(F)F)ccc2Cl)c(OC)c1OC (stereo not given)	i	i	i	i	i	i	i	i	i	i	i
COc1cc(NC(=O)c2ccc(N)nc2)cc(C(=O)Nc2cccc(C(F)(F)F)c2)c1	i	i	i	i	i	i	i	i	i	i	i
O=C(Nn1cnnc1)C(c1ccccc1)c1ccccc1	i	i	i	i	i	i	i	i	i	i	i

High-throughput results: PubChem, Johns Hopkins Ion Channel Center
